GPR151 activ: activators of human GPR151, primary screen, cell-based, PathHunter beta-arrestin, luminescence; PathHunter beta-arrestin GPR151 cells; 650,000 tested, 1% active; G-protein coupled receptor 151 (Homo sapiens), Q8TDV0; activation, % at 11.2 µM; in the data active = activation above about 4.9%;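 note: 0% = median of compound wells and 100% = cells with positive control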
FBW7 activator: FBW7 E3 ligase activators, primary screen, biochemical, AlphaScreen, human. AlphaScreen FBW7–phospho-cyclin E peptide binding, activator screen. normalized activity (activation), % at 26.1 µM. 650,000 tested, 0.13% active. AID 1259310, 2017; in the data active = normalized activity above about 1.9%;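 note: purified mutant Fbw7 with reduced substrate affinity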
Target sequence (Q969H0 whole entry, looked up): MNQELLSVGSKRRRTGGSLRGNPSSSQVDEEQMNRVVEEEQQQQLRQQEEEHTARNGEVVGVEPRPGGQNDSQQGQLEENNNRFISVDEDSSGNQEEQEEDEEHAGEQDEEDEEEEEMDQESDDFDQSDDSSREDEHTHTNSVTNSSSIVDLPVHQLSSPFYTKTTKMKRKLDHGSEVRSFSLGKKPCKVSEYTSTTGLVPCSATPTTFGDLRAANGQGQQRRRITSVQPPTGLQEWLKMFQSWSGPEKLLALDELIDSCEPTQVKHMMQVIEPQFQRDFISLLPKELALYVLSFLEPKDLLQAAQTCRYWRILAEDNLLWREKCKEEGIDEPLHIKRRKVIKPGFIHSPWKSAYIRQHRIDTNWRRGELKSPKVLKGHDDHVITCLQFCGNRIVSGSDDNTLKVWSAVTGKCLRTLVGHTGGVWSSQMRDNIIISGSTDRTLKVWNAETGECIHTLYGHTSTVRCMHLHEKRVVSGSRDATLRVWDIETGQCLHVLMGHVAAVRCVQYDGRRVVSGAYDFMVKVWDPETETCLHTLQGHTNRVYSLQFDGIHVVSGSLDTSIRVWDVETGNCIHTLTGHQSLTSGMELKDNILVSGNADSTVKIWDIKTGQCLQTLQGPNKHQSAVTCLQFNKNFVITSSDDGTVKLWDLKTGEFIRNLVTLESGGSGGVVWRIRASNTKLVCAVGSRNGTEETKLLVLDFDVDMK
MITF inh: MITF inhibitors, primary screen, biochemical, AlphaScreen, human; Microphthalmia-associated transcription factor (Homo sapiens), O75030; AlphaScreen MITF homodimerization, bead proximity signal; inhibition, % at 2.6 µM; 650,000 tested, 0.91% active; AID 1259374, 2018; in the data active = inhibition above about 50%;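 note: 0% = vehicle wells with protein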
TEAD-YAP block: TEAD-YAP interaction inhibition, primary screen, TEAD-YAP interaction inhibitor project, luminescence, HEK-TIYL cells; inhibition, % at 9.12 µM; AID 1259422, 2018; 640,000 tested, 1.4% active; TEAD-Gal4/YAP UAS-luciferase luminescence; in the data active = inhibition above about 32%;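 note: 0% = median of test compound wells and 100% = reference inhibitor wells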
An asterisk follows results filed as active.

1. Cc1nc2c(ccc3nc(NC(=O)c4ccc(S(=O)(=O)N(CC(C)C)CC(C)C)cc4)sc32)s1
2. CCOC(=O)c1c(C)n(-c2ccc(OC)cc2)c2c1cc(OC)c1ccccc12
3. Cc1ccc(NC(=O)c2cccnc2Cl)c2c1CC(C)(C)O2
4. O=S1(=O)CCN2C(c3cccs3)=CSC2=N1
5. O=C1NN(c2ccc([N+](=O)[O-])cc2)C(=O)C2C3c4ccccc4C(c4ccccc43)C12 (configuration not stated)
6. CNC(=O)CSc1nc(-c2ccc(OC)cc2)cc(C(F)(F)F)c1C#N

Compound	1	2	3	4	5	6
GPR151 activ	2.7	-0.8	1.3	-0.4	-0.5	-2.3
FBW7 activator	0.0	0.0	-0.1	0.0	-0.5	-0.1
MITF inh	5	-8	0	5	-13	2
TEAD-YAP block	-6	0	-5	-1	-1	2

7. COc1ccc(-c2cc3ccc(O)c(CN4CCOCC4)c3oc2=O)cc1
8. Cc1ccc(NC(=O)CSCC(=O)Nc2ccccc2)c(C)c1
9. O=C1N/C(=C/c2cccs2)C(=O)N1Cc1ccc(Br)cc1
10. NC(=O)c1ccc(-c2nc(NC3CC3)c3ncn(Cc4ccc(C(F)(F)F)cc4)c3n2)cc1
11. CCOc1ccccc1NC(=O)c1nn(-c2ccc(OC)cc2OC)c(=O)c2ccccc12
12. Cn1nccc1Nc1nc(NCc2cccnc2)c2ncn(CCN3CCCC3=O)c2n1

Compound	7	8	9	10	11	12
GPR151 activ	-1.4	-1.2	0.5	0.6	-0.1	-0.1
FBW7 activator	0.2	0.8	-0.1	0.0	0.0	0.2
MITF inh	8	13	7	18	4	-6
TEAD-YAP block	-3	1	-2	0	9	-2

Filtered by structure, the entries above with an aryl methoxy group (4)
2. CCOC(=O)c1c(C)n(-c2ccc(OC)cc2)c2c1cc(OC)c1ccccc12
6. CNC(=O)CSc1nc(-c2ccc(OC)cc2)cc(C(F)(F)F)c1C#N
7. COc1ccc(-c2cc3ccc(O)c(CN4CCOCC4)c3oc2=O)cc1
11. CCOc1ccccc1NC(=O)c1nn(-c2ccc(OC)cc2OC)c(=O)c2ccccc12

Compound	2	6	7	11
GPR151 activ	-0.8	-2.3	-1.4	-0.1
FBW7 activator	0.0	-0.1	0.2	0.0
MITF inh	-8	2	8	4
TEAD-YAP block	0	2	-3	9

(continued)
13. Cc1ccccc1-n1nc(C)c(C=O)c1C
14. CCCCN(CC)CC(=O)N1CCCc2c1c(=O)oc1ccc(OCCC)cc21
15. NC(=O)CSc1ccc(-c2cccc([N+](=O)[O-])c2)nn1
16. COc1ccccc1N(CC(=O)Nc1cccc(C(F)(F)F)c1)S(C)(=O)=O
17. Cc1c(O)ccc2c(=O)c(-c3ccc(F)cc3)c(C(F)(F)F)oc12
18. C=CCn1c(=O)c2c(nc3n(-c4ccc(C(=O)OCC)cc4)c(C)c(C)n23)n(C)c1=O

Compound	13	14	15	16	17	18
GPR151 activ	0.1	-0.1	-2.0	-0.5	1.6	2.5
FBW7 activator	0.0	-0.1	0.1	0.0	0.1	0.1
MITF inh	19	-5	-9	-17	-5	6
TEAD-YAP block	2	17	-7	0	-2	4

19. Cc1cc(NC(=O)c2ccc(C(C)(C)C)cc2)no1
20. COc1ccc2cc(Br)ccc2c1CC(=O)N1CCOCC1
21. Cc1cc2c(cn1)C(CCC#N)(CCC#N)c1ccccc1-2
22. COc1ccc(CC(CN)c2ccccc2)cc1 (configuration not stated)
23. Cc1nn(Cc2ccccc2)c(C)c1C(=O)N1CCC2(CC1)NC(=O)c1cccnc1N2C
24. Cc1cc(N2C3CCC2CC(O)(c2ccc(F)cc2)C3)nc(N)n1 (configuration not stated)

Compound	19	20	21	22	23	24
GPR151 activ	2.8	1.4	0.4	0.7	-0.1	-0.9
FBW7 activator	-0.1	0.0	-0.1	0.0	-0.1	0.0
MITF inh	4	19	11	-12	4	-19
TEAD-YAP block	21	2	-3	20	-5	8

25. COCCCNC(=O)c1cc(-c2ccccc2)nc2ccccc12
26. O=C(OCC(c1ccccc1)c1ccccc1)C1=COCCO1
27. Cc1ccccc1CNC(=O)CCCn1nnnc1CN1CCC(C)CC1
28. COc1cccc(N2CCN(c3nncc(-c4ccccc4)n3)CC2=O)c1
29. CCCNc1nc(-c2c(C)nn(C)c2C)nc2c1ncn2Cc1ccc(C(F)(F)F)cc1
30. CCCCN(CC)C(=O)Cc1ccc([N+](=O)[O-])cc1

Compound	25	26	27	28	29	30
GPR151 activ	0.5	-0.2	-0.4	-1.0	-0.7	-0.1
FBW7 activator	0.0	0.0	-0.1	0.0	-0.1	0.0
MITF inh	1	5	-1	15	0	9
TEAD-YAP block	14	-2	-10	13	-8	2

31. COc1ccc(NC(=O)Nc2nnc(N3CCCC3)s2)c(OC)c1
32. CSc1ncccc1C(=O)OCC(=O)Nc1ccc(C#N)cc1
33. Cc1ccc(N=c2oc3c(C)ncc(CO)c3cc2C(N)=S)cc1
34. CCC(=O)Nc1cccc(C(=O)/C=C/c2ccc(N(C)C)cc2)c1
35. C/C(=N\Nc1ccc(S(=O)(=O)Nc2ccccc2)cc1[N+](=O)[O-])c1ccccn1
36. Cc1ccc(NC2=Nc3ccccc3CC2)cc1

Compound	31	32	33	34	35	36
GPR151 activ	0.4	1.6	-1.7	-1.5	3.9	-2.3
FBW7 activator	-0.1	-0.1	0.0	0.7	-0.2	0.0
MITF inh	0	12	14	17	14	-5
TEAD-YAP block	-3	-2	5	9	-1	1

37. COc1ccc(Cl)c2sc(NC(=O)c3ccccc3Cl)nc12
38. CN1C(=O)/C(=C2\SC(=S)N(CCCC(=O)O)C2=O)c2ccccc21
39. CCCS(=O)(=O)N1CCCC(CNC(=O)COc2ccccc2OC)C1 (configuration not stated)
40. COc1ccc(Cc2c[nH]c(=O)[nH]c2=O)cc1
41. COC(=O)CSc1nc(-c2cccs2)cc(-c2ccc(Cl)cc2)c1C#N
42. CC1CN(C(=O)c2cc(F)c(F)cc2Cl)CC(C)O1 (configuration not stated)

Compound	37	38	39	40	41	42
GPR151 activ	0.6	-1.3	0.7	-1.1	-0.3	-1.3
FBW7 activator	-0.2	0.0	0.0	0.1	-0.1	-0.1
MITF inh	0	13	9	4	-4	5
TEAD-YAP block	-3	0	-11	6	1	-13

43. CCOC(=O)c1csc(Nc2nc3cc4c(cc3s2)OCO4)n1
44. COc1ccc(Nc2ncc(C(=O)NCCCN3CCCC3)c3ccccc23)cc1
45. COc1ccc(S(=O)(=O)N(CC(=O)NCC(C)C)C2CCCCC2)cc1OC
46. Cc1csc(NC(=O)CN2C(=O)/C(=C/c3ccccc3)SC2=S)n1
47. O=C(COc1ccc2ccccc2c1)Nc1ccc(-c2cn3c(n2)SCC3)cc1
48. COc1ccc(C2C=C(c3ccc(Br)cc3)Nc3nnnn32)c(OC)c1OC (configuration not stated)

Compound	43	44	45	46	47	48
GPR151 activ	-0.7	-1.0	-1.0	0.6	-0.3	-1.2
FBW7 activator	-0.3	-0.1	0.1	-0.1	0.1	0.2
MITF inh	4	0	9	-4	13	5
TEAD-YAP block	-11	-1	3	-6	18	-6

49. CN(C)CC1CCCCC1OC(=O)c1ccc(Br)o1 (configuration not stated)
50. CN1CCCc2cc(C(CNC(=O)c3ccc(Br)o3)N3CCCC3)ccc21 (configuration not stated)
51. COCCN(CCOC)c1nc(S(=O)(=O)c2ccc(C)cc2)c(Cl)s1
52. COc1cc(C(=O)Nc2ccc(C)c(C)c2)cc(OC)c1OC
53. COc1ccc(-c2cnc3c(n2)[nH]c(=O)n3Cc2cccnc2)cn1
54. O=c1c2c(nc3nc[nH]n13)CCN(Cc1ccccc1)C2

Compound	49	50	51	52	53	54
GPR151 activ	0.9	0.2	0.1	-0.2	-0.7	2.8
FBW7 activator	0.0	-0.1	0.2	0.7	0.4	-0.2
MITF inh	16	-2	12	12	-4	3
TEAD-YAP block	10	9	6	-1	0	-4

55. COC(=O)C1=NNC2(C)C(=O)N(c3ccc(C)cc3)C(=O)C12 (configuration not stated)
56. CN(C)CCNC(=O)C1CC2CCCN2C12C(=O)Nc1ccccc12 (configuration not stated)
57. COc1cccc(CN2C(=O)CCC2=O)c1
58. O=C(O)c1c(CNCc2ccco2)c2ccccc2n1Cc1ccccc1F
59. CCOc1ccc(C2C(C(N)=O)=C(C)Nc3nc(CCCO)nn32)cc1 (configuration not stated)
60. CN1C(=O)/C(=C/c2c(N(C)C)nc3ccccn3c2=O)SC1=S

Compound	55	56	57	58	59	60
GPR151 activ	0.0	-0.3	0.4	-0.3	-0.5	0.4
FBW7 activator	0.3	-0.1	-0.1	-0.1	0.2	0.0
MITF inh	10	-7	7	8	4	8
TEAD-YAP block	6	-1	9	4	-3	3

61. COC(=O)C1=C(C)NC(=S)NC1c1ccccc1 (configuration not stated)
62. O=C(Cn1nnc(-c2ccccc2NC(=O)c2ccc(F)cc2)n1)NCc1cccs1
63. CC(Sc1nnc(N)s1)C(=O)Nc1cccc(C#N)c1 (configuration not stated)
64. CCCC1=NN2C(=N)/C(=C/c3ccc(OCc4ccccc4)cc3)C(=O)N=C2S1
65. CC12CC(c3ccccc3O1)C(c1nc3ccccc3[nH]1)C(=O)N2 (configuration not stated)
66. CN(C)CCCNC(=S)N1CCC(C(=O)c2ccc(Cl)cc2)CC1

Compound	61	62	63	64	65	66
GPR151 activ	-0.7	0.0	1.3	-4.6	0.2	-0.2
FBW7 activator	-0.1	2.5*	-0.1	0.2	0.1	0.3
MITF inh	4	9	7	6	10	7
TEAD-YAP block	6	2	3	-20	-11	5

67. Clc1ccc(C2C3=C(Nc4ncnn42)c2ccccc2OC3c2ccccc2)cc1 (configuration not stated)
68. Cc1ccc(C(=O)Nc2ccc(N3CCC(NCc4ccncc4)CC3)cc2)c(C)c1
69. Cn1c(=O)oc2cc(S(=O)(=O)N3CCCC(C(=O)NC4CCCCCC4)C3)ccc21 (configuration not stated)
70. COc1cc(OC)nc(Oc2ccccc2C(=O)N[C@@H](CC(C)C)C(N)=O)n1
71. COc1ccc(OC)c(C2=NOC(C(=O)N3CCCCC3C)C2)c1 (configuration not stated)
72. CN1C(=O)/C(=C/c2ccc(OCC(=O)O)cc2)SC1=Nc1cccc(C(=O)O)c1

Compound	67	68	69	70	71	72
GPR151 activ	0.8	0.2	0.0	0.7	0.0	-0.2
FBW7 activator	-0.1	-0.2	0.0	0.4	0.1	-0.4
MITF inh	-14	-7	-3	13	15	-6
TEAD-YAP block	1	-4	-4	-5	-4	1

73. CCC(C)NC(=O)CSc1nnc(-c2ccc(OC)c(OC)c2)c(-c2ccc(OC)c(OC)c2)n1 (configuration not stated)
74. CCOc1ccc(NC(=O)c2sc3nc(C)nc(N4CCCCC4)c3c2C)cc1
75. COc1ccc(Cl)cc1NC(=O)CN(c1cc(Cl)ccc1OC)S(=O)(=O)c1ccc(OC)c(OC)c1
76. CC1CCN(C(c2ccccn2)c2nnnn2CCc2ccccc2)CC1 (configuration not stated)
77. CCCN(C(=O)COc1ccccc1C)c1c(N)n(Cc2ccccc2)c(=O)[nH]c1=O
78. Cc1cc(C)nc(NS(=O)(=O)c2ccc(NC(=O)CSc3nnc(N)s3)cc2)n1

Compound	73	74	75	76	77	78
GPR151 activ	0.9	2.4	0.3	-0.7	2.1	-0.5
FBW7 activator	0.1	-0.1	-0.1	-0.1	0.1	0.1
MITF inh	4	-11	1	8	7	10
TEAD-YAP block	-10	1	6	-12	7	5

79. CCOC(=O)c1cc2c(=O)n3ccccc3nc2n(C2CCCCC2)c1=NC(=O)c1ccncc1
80. CCCc1sc(Nc2ccccc2)nc1-c1ccc(Cl)c(Cl)c1
81. O=C(CSCC(=O)Nc1ccccc1F)Nc1ccc2c(c1)C(=O)c1ccccc1C2=O
82. O=C1C2C(C(=O)N1c1ccc(Br)cc1)N1CCCN1C2c1ccc(Cl)cc1 (configuration not stated)
83. CCN(CC)c1cc(-c2ccccn2)nc(-c2ccncc2)n1
84. O=S(=O)(NCCSc1nnnn1-c1ccccc1)c1cccs1

Compound	79	80	81	82	83	84
GPR151 activ	-1.9	0.4	3.3	-0.6	1.4	-0.7
FBW7 activator	-0.4	0.0	-0.2	0.7	0.1	-0.1
MITF inh	5	5	5	13	14	3
TEAD-YAP block	-17	-13	3	6	9	-25

85. Cc1cc(Cl)ccc1OCC(=O)Nc1ccc(N2CCOCC2)cc1
86. O=C1C2CSC(c3ccc(Cl)cc3)N2C(=S)N1c1ccc(Cl)cc1 (configuration not stated)
87. CCCn1c(C(O)c2ccc(N(C)C)cc2)nc2ccccc21 (configuration not stated)
88. CC(=O)Nc1ncc2c(n1)CC(c1ccc(Cl)cc1)CC2=O (configuration not stated)
89. COc1cccc(N2CCN(Cc3nnnn3Cc3ccccc3)CC2)c1
90. O=c1sc2c(s1)SC1CC=CC1S2 (configuration not stated)
91. O=C(COC(=O)c1ccccc1C(F)(F)F)Nc1ccc(F)cc1[N+](=O)[O-]

Compound	85	86	87	88	89	90	91
GPR151 activ	-0.8	0.4	-0.4	-0.7	1.1	-1.0	2.4
FBW7 activator	0.0	0.3	0.0	-0.1	0.3	-0.1	-0.2
MITF inh	-5	5	13	-3	-8	-2	11
TEAD-YAP block	5	8	4	16	-3	4	5

Compound activity from PubChem BioAssay.
